HTRA1 inh – blocks human HTRA1 serine peptidase | Q92743 | recombinant HTRA1, FP-rhodamine activity-based probe, fluorescence polarization | inhibition, % at 5.96 µM | actives 0.5% (n = 340,000) | AID 504803; in the data active = inhibition above about 36%;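 note: 0% = enzyme with DMSO and 100% = wells lacking enzyme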
Target sequence (Q92743 whole entry, looked up): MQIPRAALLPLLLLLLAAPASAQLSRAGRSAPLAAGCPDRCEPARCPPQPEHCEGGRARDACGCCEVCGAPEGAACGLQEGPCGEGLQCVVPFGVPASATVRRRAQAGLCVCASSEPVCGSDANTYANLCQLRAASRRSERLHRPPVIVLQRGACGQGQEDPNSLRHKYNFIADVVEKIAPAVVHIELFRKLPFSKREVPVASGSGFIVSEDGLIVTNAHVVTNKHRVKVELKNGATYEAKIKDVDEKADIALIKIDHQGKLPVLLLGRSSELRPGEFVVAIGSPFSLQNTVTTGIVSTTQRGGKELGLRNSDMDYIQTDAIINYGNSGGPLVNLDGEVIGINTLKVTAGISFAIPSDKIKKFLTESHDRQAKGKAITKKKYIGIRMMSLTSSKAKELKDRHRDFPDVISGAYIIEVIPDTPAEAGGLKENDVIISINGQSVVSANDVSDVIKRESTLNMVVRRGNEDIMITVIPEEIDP
Starred values were filed as active, the others as inactive.

The first three records, to show the layout:
Compound,HTRA1 inh
CC(C)(CC(=O)O)CC(=O)N1CCN(c2nc3cc(Cl)ccc3s2)CC1,-4
O=C1[C@H]2CCC=C[C@H]2[C@H](c2cccc(Br)c2)N1Cc1ccccc1,-11
Cc1ccc(S(=O)(=O)N2CCC(=O)N(C(COCc3cccc(C(F)(F)F)c3)C(C)C)CC2)cc1 (stereo unspecified),-25

All compounds of this part, from the start:
Compound,HTRA1 inh
CC(C)(CC(=O)O)CC(=O)N1CCN(c2nc3cc(Cl)ccc3s2)CC1,-4
O=C1[C@H]2CCC=C[C@H]2[C@H](c2cccc(Br)c2)N1Cc1ccccc1,-11
Cc1ccc(S(=O)(=O)N2CCC(=O)N(C(COCc3cccc(C(F)(F)F)c3)C(C)C)CC2)cc1 (stereo unspecified),-25
Cc1c(C)c(C)c2[nH]c(-c3ccc4c(c3)OCO4)nc2c1C,-17
O=C(O)CSCC(=O)N1CCN(Cc2ccc3c(c2)OCO3)CC1,4
C#Cc1ccc([C@@H]2C=C(C(=O)N3CCN(Cc4ccccc4)CC3)O[C@H](OCCCCO)C2)cc1,-21
COc1cccc(CN2CCN(Cc3cc(OC)c(OC)cc3[N+](=O)[O-])CC2)c1,2
CCC1(C)Cc2c(sc3nn[nH]c(=O)c23)CO1 (stereo unspecified),-2
CC(C)CN(C)C(=O)CC1C(=O)NCCN1C (stereo unspecified),1
COc1cccc(CNc2ccc3[nH]c(=O)[nH]c3c2)c1OCc1ccccc1,10
CC(C)[C@H](NS(=O)(=O)c1cccc(Cl)c1)C(=O)OCC(=O)NC(=O)CN1CCCC1=O,1
COc1ccc(C)cc1NC(=O)c1ccc(-c2ccc(C(C)=O)cc2)o1,-24
Cc1noc(C)c1CSCC(=O)Nc1ccccc1N1CCCCC1,-10
N=C1C(=O)OCC1c1ccccc1NC(=O)CN1CCCCC1 (stereo unspecified),-4
COc1ccccc1/C=c1\sc2nc(-c3ccco3)nn2c1=O,4
O=C(O)CC/C(=N\Nc1ccccc1[N+](=O)[O-])c1cccs1,18
CC(C)CC(=O)/C(=C\c1ccc(Cl)cc1Cl)n1cncn1,-7
CCN(c1ccccc1)S(=O)(=O)c1ccc(NC(=O)c2nc(S(C)(=O)=O)ncc2Cl)cc1,-44
O=C(CSc1ccc(Cl)cc1)c1ccco1,26
CCN1C(=O)c2cccc3c(S(=O)(=O)Nc4nc(C)cs4)ccc1c23,-3
COC(=O)c1c(C)oc2ccc(N(C(=O)c3ccncc3)S(=O)(=O)c3ccc(C)cc3)cc12,-30
CCCN1C(=O)/C(=C/c2ccco2)SC1=Nc1ccc(OC)cc1,5
COC(=O)C1(S(=O)(=O)c2cc(Br)cc3c2N(C(C)=O)CC3)CC1,0
COc1ccc(Cl)cc1NC(=O)c1noc(C)c1[N+](=O)[O-],0
CC(=O)Nc1ccc(/C=C/c2noc(-c3ccccc3O)n2)cc1,-2
CN(C)c1ccc(/C=C(\C#N)c2ccccc2)cc1,-6
O=C(C1CCC1)N1CCc2cc(S(=O)(=O)N3CCN(c4ccccn4)CC3)ccc21,-4
Cc1cc(=O)n2nc(N3CCCC(C(=O)N4CCc5ccccc54)C3)sc2n1 (stereo unspecified),2
CCCC(=O)NC(c1ccc2c(c1)OCO2)c1cc(Cl)c2cccnc2c1O (stereo unspecified),62*
N#Cc1ccc(CSc2nnc(NC(=O)C3CC(=O)N(c4ccc5c(c4)OCCO5)C3)s2)cc1 (stereo unspecified),1
CC(=O)OCCCNc1cc(Sc2nc3ccccc3s2)c2nonc2c1[N+](=O)[O-],7
C[C@@H]1CN([C@@H](C)CO)C(=O)c2cc(NC(=O)Nc3ccccc3)ccc2O[C@H]1CN(C)C(=O)Nc1cccc2ccccc12,-34
CCCCCCCCCCCC1=C(O)C(=O)C=C(O)C1=O,43*
CC[C@]1(C(=O)OC)[C@H]2C(=O)N(Cc3ccccc3)C(=O)[C@H]2[C@H]2CN=C(SCc3ccc(Cl)cc3)N21,-18
O=C(O)C1CC=CCC1C(=O)NCCc1cccc(Cl)c1 (stereo unspecified),5
CC(=O)n1nc2nc(C)cc(C)c2c1N,2
COc1ccc(-c2nnc3ccc(SCC(=O)NCC4CCCO4)nn23)cc1 (stereo unspecified),2
CC[n+]1ccc2cc(OC)c(OC)cc2c1Cc1ccc(OC)c(OC)c1,-1
CC(C)(C)Cc1nnc(NC(=O)CCC2CCCCC2)s1,0
Nc1c(C(=O)NC2CC2)sc2nc3c(c(-c4ccco4)c12)CC/C3=C/c1ccco1,54*
Cc1ccc(S(=O)(=O)NC(CC(C)C)C(=O)NCC(c2ccco2)N2CCCCC2)cc1 (stereo unspecified),1
COc1ccc(NC(=S)c2ccc3ccccc3n2)cc1,-4
CCN(CC)S(=O)(=O)c1ccc2oc(C(=O)N3CCc4ccccc4C3)c(C)c2c1,-15
O=C(C1CCN(S(=O)(=O)c2cccc3nsnc23)CC1)N1CCn2c1nc1ccccc12,-4
CCN(CCCNC(=O)Cn1ncc2c([nH]c3ccc(C)cc32)c1=O)c1cccc(C)c1,4
O=C(Nc1cccc(F)c1)c1cc(S(=O)(=O)N2CCOCC2)ccc1N1CCCC1,-5
NC(=O)C1Cc2ccccc2CN1C(=O)c1nn(Cc2ccccc2)c(=O)c2ccccc12 (stereo unspecified),-2
COc1ccc(CNC(=O)c2ccc3c(=O)n(-c4ccccc4)c(=O)[nH]c3c2)cc1,1
CCCc1[nH]nc2c1C(c1cn[nH]c1-c1ccc(F)cc1)C(C#N)=C(N)O2 (stereo unspecified),-6
COCCCn1c(Cc2csc(Nc3ccc(F)cc3)n2)nnc1SCC(N)=O,16
CCC(CO)Oc1cc(NCc2cccc(Cl)c2)c2ncn(C(C)C)c2c1 (stereo unspecified),31
CCOC(=O)N1CCN(c2cc(NCCC(=O)O)c3c4c(onc24)-c2ccccc2C3=O)CC1,40*
c1csc(-c2nn3c(C4COc5ccccc5O4)nnc3s2)c1 (stereo unspecified),-13
CCOc1ccccc1N1CCN(C(=O)C(F)(F)F)CC1,-2
c1cncc(-c2nc(N3CCOCC3)c3ccccc3n2)c1,-2
COC(=O)Cn1cnc2c(oc3ccccc32)c1=O,2
COCCn1c(=O)[nH]c(=O)c2cc(C(=O)c3cc(Cl)ccc3O)cnc21,-19
O=C(N/N=C\c1cccnc1)c1ccc(Cl)cc1Cl,-6
CC(=O)Nc1ccc(Oc2nc(-c3cccnc3)nc3sc4c(c23)CCCC4)cc1,4
O=C(C[n+]1ccc(CCSc2ccc(F)cc2)cc1)c1ccccc1,37*

Following part:
Compound,HTRA1 inh
Cc1cc(C)c(S(=O)(=O)/N=C2/C=C(SCC(=O)O)C(=O)c3ccccc32)cc1C,54*
COC(=O)CNC(c1ccccc1)c1cc(Br)ccc1NC(=O)CNC(=O)OCc1ccccc1 (stereo unspecified),-35
COc1ccc(CN2CC(C(=O)NCCCN3CCN(Cc4ccccc4)CC3)CC2=O)cc1 (stereo unspecified),1
CCCCC(=O)N=c1sc2cc(S(C)(=O)=O)ccc2n1C,11
CCOc1ccc(/C=C2\CCCc3c2nc2ccccc2c3C(=O)O)cc1OC,14
O=C(NCc1ccccc1Br)c1cccc2c1C(=O)c1ccc(-c3ccc(OC(F)(F)F)cc3)cc1S2(=O)=O,-15
C#CCOCCOCCOCCNc1nc(N2CCOCC2)nc(N2CCN(C(=O)[C@H](Cc3cc4ccccc4[nH]3)n3cc([C@@H](N)CC(C)C)nn3)CC2)n1,-5
CCn1c(N)c(C(=O)NCc2ccc3c(c2)OCO3)sc1=S,-1
CCOC(=O)C1CCCN(C(=O)CSc2ccc(Br)cc2)C1 (stereo unspecified),-1
Nc1ncnc2c1ncn2[C@@H]1O[C@H](CNCc2ccc(-n3cccn3)cc2)[C@@H](O)[C@H]1O,-4
CCOc1ccc2[nH]c(=O)c(CN(Cc3ccco3)C(=O)c3cccc(F)c3)cc2c1,2
CCc1ccc(NC(=O)c2cc(S(=O)(=O)N3CCCC3)c[nH]2)cc1,-9

7 consecutive records already listed, for reference:
Compound,HTRA1 inh
Cc1cc(C)c(S(=O)(=O)/N=C2/C=C(SCC(=O)O)C(=O)c3ccccc32)cc1C,54*
COC(=O)CNC(c1ccccc1)c1cc(Br)ccc1NC(=O)CNC(=O)OCc1ccccc1 (stereo unspecified),-35
COc1ccc(CN2CC(C(=O)NCCCN3CCN(Cc4ccccc4)CC3)CC2=O)cc1 (stereo unspecified),1
CCCCC(=O)N=c1sc2cc(S(C)(=O)=O)ccc2n1C,11
CCOc1ccc(/C=C2\CCCc3c2nc2ccccc2c3C(=O)O)cc1OC,14
O=C(NCc1ccccc1Br)c1cccc2c1C(=O)c1ccc(-c3ccc(OC(F)(F)F)cc3)cc1S2(=O)=O,-15
C#CCOCCOCCOCCNc1nc(N2CCOCC2)nc(N2CCN(C(=O)[C@H](Cc3cc4ccccc4[nH]3)n3cc([C@@H](N)CC(C)C)nn3)CC2)n1,-5

(continued)
Compound,HTRA1 inh
O=C1c2cc(Cl)ccc2OC2(CCNCC2)C12CC(c1ccc(Cl)cc1)=NO2 (stereo unspecified),-6
O=c1oc2ccccc2nc1/C=C(\O)c1ccc(Br)cc1,5
C(=Nc1ccc(Nc2ccccc2)cc1)c1ccc2ccccc2c1,73*
CC(=O)N1CCN(S(=O)(=O)c2cccc(C(=O)NNC(=O)COc3ccc(Cl)cc3C)c2)CC1,1
Cc1cccc(COc2ccc(/C(O)=C3\C(=O)C(=O)N(CCN(C)C)C3c3ccncc3)cc2)c1 (stereo unspecified),7
CC(C)C[C@@H]1NC(=O)[C@H](CO)NC(=O)c2cc([N+](=O)[O-])cc(I)c2OCC[C@@H](C(N)=O)NC1=O,-5
Cc1cc(NC(=O)c2ccc3c(c2)OCCO3)no1,2
Cc1ccc(CNC(=O)CSc2nc(=O)n3ccccc3n2)cc1,0
CC(C)Nc1ccccc1,-2
O=C(c1cccs1)c1no[n+]([O-])c1C(=O)c1cccs1,0
CC(=O)N1c2ccccc2C(C)(c2ccccc2)CC1(C)C (stereo unspecified),4
C#CCOCCOCCOCCNc1nc(N2CCN(C(=O)CCCCCCCCCCNC(=O)[C@H]([C@@H](C)CC)n3cc(CCCCCN)nn3)CC2)nc(N2CCN(C(=O)CCCCCCCCCCNC(=O)[C@H]([C@@H](C)CC)n3cc(CCCCN=C(N)N)nn3)CC2)n1,-103
C=CC(=O)Nc1ccc(Nc2ccnc(Nc3ccc(N4CCN(C)CC4)cc3)n2)cc1,19
O=C(NCc1cc(C(F)(F)F)ccc1Cl)c1cccc2c1C(=O)c1ccc(N3CCC(Cc4ccccc4)CC3)cc1S2(=O)=O,-1
OCCCc1nc2n(n1)C(c1ccccc1Cl)C=C(c1cccs1)N2 (stereo unspecified),-1
O=C(NC1CCCCC1)Nn1c(-c2ccccc2)nc2ccccc2c1=O,4
FC(F)(F)C1CCCN(c2nsc3ccccc23)C1 (stereo unspecified),8
CC(C)C(NS(=O)(=O)c1ccc2c(c1)oc(=O)n2C)C(=O)N1CCN(C2CCCCC2)CC1 (stereo unspecified),0
COc1ccc2c(c1)O[C@H](c1ccc3c(c1)OCO3)[C@@H](O)C2=O,4
CC1=NN(c2ccc(C)cc2C)C(=O)C1C(c1ccccc1)C1C(=O)N(c2ccc(C)cc2C)N=C1C (stereo unspecified),-1
CCNc1ccc(Br)cc(C(=O)/C=C/c2ccc(Cl)cc2)c1=O,63*
Cn1c(N)c(C(=O)COC(=O)c2ccccc2C(=O)c2ccc(Cl)c([N+](=O)[O-])c2)c(=O)n(C)c1=O,5
COc1ccc(OC)c(/C=C2\Oc3cc(OCC(=O)N4CCC[C@H]4C(=O)O)ccc3C2=O)c1,-6
CNc1ccccc1C(=O)OCC(C)=O,1
Cc1cn(-c2cc(NC(=O)c3ccc(C)c(NC(=O)c4cccc(-c5cn[nH]c(=O)c5)c4)c3)cc(C(F)(F)F)c2)cn1,-62
CC(C)(C)OC(=O)NCc1ccc(CNC(=O)c2[nH]cnc2C(=O)NC2CCN(C(=O)OC(C)(C)C)CC2)cc1,-41
CCOC(=O)c1sc(NC(=O)CSc2nnc(Cc3ccccc3)o2)c(C#N)c1C,-21
Cc1cn([C@@H](CCCCNC(=O)OC(C)(C)C)C(=O)NCCCCCCCCCCC(=O)N2CCN(C(=O)OC(C)(C)C)CC2)nn1,-27
CC(=O)N(C)c1ccc(N=C2C(=O)Nc3ccccc32)cc1,1
O=C1C=CC(=Nc2cccc3c2C(=O)c2ccccc2-3)O1,-7
CCCCCc1c2c(cc(O)c1C(=O)O)OC(=O)c1c(cc(OC)cc1C(=O)CCCC)O2,-35
Cc1cc(C(=O)O)ccc1-c1ccc(/C=C2\NC(=O)N(Cc3ccccc3Cl)C2=O)o1,-9
Cc1ccc(S(=O)(=O)Nc2ccc3c(c2)C(=O)N([C@H](C)CO)C[C@H](C)[C@@H](CN(C)Cc2ccc(-c4ccccc4)cc2)O3)cc1,-91
COc1ccc(C(=O)COc2ccc(F)cc2)c(O)c1C,-4
CCOC(=O)c1sc2nc(CN3CCCCC3)nc(Cl)c2c1C,1
COC(=O)CSC1=NS(=O)(=O)c2ccccc21,0

Two entries picked at random from the list so far, as already listed:
Compound,HTRA1 inh
CCOC(=O)c1sc2nc(CN3CCCCC3)nc(Cl)c2c1C,1
CC(C)(C)Cc1nnc(NC(=O)CCC2CCCCC2)s1,0

(continued)
Compound,HTRA1 inh
O=C(NCCc1ccccc1)c1ccc(OCCOc2ccccc2)cc1,2
COc1ccccc1S(=O)(=O)Cc1ccc(C(=O)N2CCN(c3ccccn3)CC2)o1,-2
COc1ccc(-c2nc(SCC(=O)Nc3cc(C)on3)n[nH]2)cc1,-6
Cc1ccccc1-c1ccc(Nc2ccc(N3CCOCC3)cc2)nn1,45*
Oc1c(Cl)cc(CN2CCCCC2)c2cccnc12,46*
Cc1ccnc(NC(=O)c2ccc(Cl)s2)c1,-1
CC(C)c1ccc(S(=O)(=O)/N=C2/C=C(Sc3ncn[nH]3)C(=O)c3ccccc32)cc1,29

Screening results: PubChem BioAssay, The Scripps Research Institute Molecular Screening Center

An excerpt; count on the stated rates, not on these rows.
